N370S GC = qHTS Assay for Inhibitors and Activators of N370S glucocerebrosidase as a Potential Chaperone Treatment of Gaucher Disease; Lysosomal acid glucosylceramidase (Homo sapiens), P04062; Potency, µM (doses to about 59.4 µM), for the others: at the top dose activity change, negative = inhibition, most hits filed as inhibitors; AID 2101, 2009; N370S GC spleen homogenate, 4MU-glucoside fluorescence; 330,000 tested, 0.092% active;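 further: 0% = full enzyme activity and -100% = no enzyme basal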
FEN1 inhibitor = qHTS Assay for the Inhibitors of Human Flap endonuclease 1 (FEN1). Recombinant FEN1 flap cleavage, fluorescence, 15 min. P39748. 390,000 tested, 0.35% active. Potency, µM (series often up to 114 µM), without a hit: top-dose activity change, negative = inhibition, most hits filed as inhibitors; further: nearly all actives have a fitted effect of over 65% in size
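Potency values derive from four-parameter Hill fits of normalized qHTS data. The reaction used 10 nM FEN1 preincubated 15 min at room temperature with compound, then 50 nM DNA substrate, read at 0 and 15 min.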
GCN5L2 inh = qHTS Assay for Inhibitors of GCN5L2 | Histone acetyltransferase KAT2A (Homo sapiens), Q92830 | GCN5L2 HAT assay, ThioGlo1 CoA-SH fluorescence | Potency, µM (doses to about 58.9 µM), for the others: at the top dose activity change, negative = inhibition, usual class: inhibitors | 390,000 tested, 0.21% active
Target sequence (Q92830 whole entry, looked up): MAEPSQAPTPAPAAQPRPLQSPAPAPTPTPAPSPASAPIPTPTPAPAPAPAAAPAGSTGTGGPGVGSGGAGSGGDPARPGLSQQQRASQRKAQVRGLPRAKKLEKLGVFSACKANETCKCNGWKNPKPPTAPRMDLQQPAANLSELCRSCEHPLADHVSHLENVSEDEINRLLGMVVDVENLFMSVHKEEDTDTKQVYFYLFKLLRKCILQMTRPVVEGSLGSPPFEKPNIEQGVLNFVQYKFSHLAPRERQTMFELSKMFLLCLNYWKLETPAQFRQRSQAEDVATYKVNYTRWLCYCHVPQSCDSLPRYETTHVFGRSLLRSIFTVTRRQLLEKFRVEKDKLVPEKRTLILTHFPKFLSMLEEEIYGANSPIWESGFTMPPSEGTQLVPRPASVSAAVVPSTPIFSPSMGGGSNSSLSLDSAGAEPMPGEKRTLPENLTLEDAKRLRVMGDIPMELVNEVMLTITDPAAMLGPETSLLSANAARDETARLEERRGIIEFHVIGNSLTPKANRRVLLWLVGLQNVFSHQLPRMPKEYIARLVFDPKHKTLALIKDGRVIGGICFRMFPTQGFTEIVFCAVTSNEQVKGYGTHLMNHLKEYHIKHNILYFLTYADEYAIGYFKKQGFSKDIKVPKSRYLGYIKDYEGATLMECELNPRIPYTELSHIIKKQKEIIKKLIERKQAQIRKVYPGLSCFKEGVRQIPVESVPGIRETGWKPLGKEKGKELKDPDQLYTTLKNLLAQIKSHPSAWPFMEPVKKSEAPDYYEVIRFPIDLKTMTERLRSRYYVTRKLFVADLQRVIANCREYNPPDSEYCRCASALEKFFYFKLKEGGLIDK
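ThioGlo1-coupled HAT assay: 20nM GCN5L2, 70uM acetyl-CoA, 75uM H3(1-25) peptide, pH 7.5. Fluorescence read at 340/540nm at start and after 20 min at room temperature.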
An asterisk follows results filed as active; ? = inconclusive; . = no result given; & = joins results of further samples; [ ] = remark or other dose. The call rests on the fitted dose curve; in most records, active means well fitted curve in the direction sought with a large enough effect; inconclusive means small, poorly fitted or top-dose-only effect, or another doubt; inactive means no such curve, though single readings can be large; an effect the other way counts as inactive or inconclusive. Unless noted, on the % scale 0 is the no-effect control and ±100 the full control effect; potency means the concentration at half of the fitted maximal effect.

1) Cc1ccc(S(=O)(=O)N2CCCC2C(=O)OCc2ccccc2)cc1 (centres undefined)
2) CCN(C(=O)COC(=O)COc1ccc2c(C)cc(=O)oc2c1)C1CCS(=O)(=O)C1 (centres undefined)
3) CC1CCN(C(=O)c2scc3c2OCCO3)CC1
4) Cc1ccc(NNc2c(C)nc3ccccc3nc2=O)cc1
5) COc1cccc(C(=O)N(C)Cc2c(C)nn(C3CCS(=O)(=O)C3)c2C)c1 (centres undefined)
6) Cc1ccc(CN(C)C(=O)c2cc(COc3cccc(C(F)(F)F)c3)on2)o1

assay / compound | 1 | 2 | 3 | 4 | 5 | 6
N370S GC | 15% | 23% | -15% | -2% | . | -7%
FEN1 inhibitor | -21% | 3% | -1% | 15% | 18% | ?
GCN5L2 inh | -1% | 1% | -1% | -6% | -4% | -3%

7) C/C(=N\NC(=O)c1cccc(S(=O)(=O)N2CCOCC2)c1)c1ccc(O)cc1
8) CC(=O)Nc1ccc(S(=O)(=O)NCC(C)NS(=O)(=O)c2ccc(NC(C)=O)cc2)cc1 (centres undefined)
9) CCc1noc(C)c1C(=O)N(CC)CC(=O)Nc1cc(Cl)ccc1C
10) COc1ccc(Cl)cc1NS(=O)(=O)c1cc(Cl)ccc1OC
11) O=C(NCc1ccccc1)c1cc(-n2cnnc2)ccc1Cl
12) O=C(CN1CCNCC1)Nc1ccccc1Cl

assay / compound | 7 | 8 | 9 | 10 | 11 | 12
N370S GC | . | 4% | . | 18% | -1% | 1%
FEN1 inhibitor | -9% | -4% | 18% | -15% | -1% | 0%
GCN5L2 inh | -1% | -7% | -7% | 4% | -4% | -2%

13) COc1cc(OC)cc(-c2c(-c3cccs3)c3cc(-c4cnc(N)nc4)ccc3n2C)c1
14) CCC(=O)N1CCc2cc(S(=O)(=O)NCCC(=O)NCc3ccc(OC)cc3)ccc21
15) CCOc1ccc(CC(=O)NNC(=S)NC2CCCCC2)cc1OCC
16) CCOC(=O)CSC1=C(C#N)C(=O)NC(c2ccc(OC)cc2)S1 (centres undefined)
17) COc1ccc(CCn2nnc(-c3ccc(NC(C)=O)c(Cl)c3)n2)cc1
18) CCOC(=O)c1c(NC(=O)c2cc(C(C)C)on2)sc(C(C)=O)c1C

assay / compound | 13 | 14 | 15 | 16 | 17 | 18
N370S GC | . | . | -7% | -4% | 7% | -4%
FEN1 inhibitor | 8% | -1% | 0% | 1% | -6% | 8%&-9%
GCN5L2 inh | -12% | 0% | 1% | ? | -2% | -9%&-2%

19) CCc1ccccc1NC(=O)CSc1ncn[nH]1
20) COc1ccc2[nH]c3ccccc3c2c1
21) Cn1c(SCC(=O)Nc2ccc(C(N)=O)cc2)nnc1-c1cccs1
22) CCOc1ccc(OCCC(=O)OCC(=O)NCc2ccccc2)cc1
23) O=C(CCCC1=NS(=O)(=O)c2ccccc2N1)OCc1ccc(Cl)cc1
24) CCC(=O)NC(=S)Nc1ccc(Cl)cn1

assay / compound | 19 | 20 | 21 | 22 | 23 | 24
N370S GC | 1% | -6% | -14% | -3% | -39% | 5%[12.8 µM]
FEN1 inhibitor | -1% | -18% | 7% | 13% | -19% | 6%
GCN5L2 inh | -5% | -13% | -7% | -8% | -4% | -6%

Sorted by molecular weight (ascending): twelve of the compounds above
20) COc1ccc2[nH]c3ccccc3c2c1
24) CCC(=O)NC(=S)Nc1ccc(Cl)cn1
12) O=C(CN1CCNCC1)Nc1ccccc1Cl
19) CCc1ccccc1NC(=O)CSc1ncn[nH]1
22) CCOc1ccc(OCCC(=O)OCC(=O)NCc2ccccc2)cc1
10) COc1ccc(Cl)cc1NS(=O)(=O)c1cc(Cl)ccc1OC
16) CCOC(=O)CSC1=C(C#N)C(=O)NC(c2ccc(OC)cc2)S1 (centres undefined)
17) COc1ccc(CCn2nnc(-c3ccc(NC(C)=O)c(Cl)c3)n2)cc1

assay / compound | 20 | 24 | 12 | 19 | 22 | 10 | 16 | 17
N370S GC | -6% | 5%[12.8 µM] | 1% | 1% | -3% | 18% | -4% | 7%
FEN1 inhibitor | -18% | 6% | 0% | -1% | 13% | -15% | 1% | -6%
GCN5L2 inh | -13% | -6% | -2% | -5% | -8% | 4% | ? | -2%

6) Cc1ccc(CN(C)C(=O)c2cc(COc3cccc(C(F)(F)F)c3)on2)o1
7) C/C(=N\NC(=O)c1cccc(S(=O)(=O)N2CCOCC2)c1)c1ccc(O)cc1
2) CCN(C(=O)COC(=O)COc1ccc2c(C)cc(=O)oc2c1)C1CCS(=O)(=O)C1 (centres undefined)
13) COc1cc(OC)cc(-c2c(-c3cccs3)c3cc(-c4cnc(N)nc4)ccc3n2C)c1

assay / compound | 6 | 7 | 2 | 13
N370S GC | -7% | . | 23% | .
FEN1 inhibitor | ? | -9% | 3% | 8%
GCN5L2 inh | -3% | -1% | 1% | -12%

Other structures follow.
25) CC(=O)Nc1cccc(NC(=O)CCCC(=O)O)c1
26) CCC1(c2ccccc2)NC(=O)N(CC(=O)N(C)CC(=O)Nc2c(C)cccc2C)C1=O (centres undefined)
27) CCOC(=O)/C(C#N)=C/Nc1ccsc1C(C)=O
28) CCOc1ccc(CCNC(=O)COC(=O)c2ccc(OC)c(OC)c2OC)cc1OCC
29) COc1ccc(C(C#N)N2N=C(c3ccccc3)CC2c2ccccc2)cc1OC (centres undefined)
30) O=C(O)CCNc1cc(N2CCN(C(=O)c3ccco3)CC2)c2noc3c2c1C(=O)c1ccccc1-3

assay / compound | 25 | 26 | 27 | 28 | 29 | 30
N370S GC | 0% | -2% | 2% | 5% | 8% | -6%
FEN1 inhibitor | 1% | 21% | -36% | 4% | -2% | 32µM*
GCN5L2 inh | 0% | -2% | -8% | -4% | -10% | -15%

31) Cc1nn(CC(=O)NCCc2cccs2)c(=O)c2cc3ccccc3n12
32) Cc1cc(C)cc(-n2c(-c3ccccc3)c(C)n3c4c(=O)n(C)c(=O)n(C)c4nc23)c1
33) CCn1c(=O)c(C(=O)CN2CC(C)OC(C)C2)c(N)n(Cc2ccccc2)c1=O (centres undefined)
34) CCCOc1ccc(-c2c(C(=O)N/N=C/c3ccc(OCC)cc3)nnn2-c2nonc2N)cc1
35) Cc1cc(C)cc(NC(=O)COC(=O)CCn2c(C)csc2=O)c1
36) CCN(CC(=O)Nc1ccc(C)c(F)c1)CC(=O)NC(C)C

assay / compound | 31 | 32 | 33 | 34 | 35 | 36
N370S GC | 2% | . | 5% | -8% | . | -1%
FEN1 inhibitor | 6% | 3% | 0% | 1% | -1% | 1%
GCN5L2 inh | -1% | -4% | -7% | -30% | -2% | -6%

37) O=S1(=O)N[C@@H](CC2=CCCCC2)C2CCCCC2O1 (some centres undefined)
38) NC(N)=NS(=O)(=O)c1ccc(NC(=S)NC(=O)/C=C/c2ccco2)cc1
39) Cc1nc(N/N=C/c2ccccc2)nc(N(C)c2ccccc2)c1[N+](=O)[O-]
40) COc1ccc(Br)cc1CN(C)CC(=O)NCc1ccc(F)cc1
41) CCOc1ccccc1-c1ccc(C(=O)O)s1
42) CN=c1scc(C)n1/N=C/c1ccc(O)cc1

assay / compound | 37 | 38 | 39 | 40 | 41 | 42
N370S GC | 4% | 0% | 1% | -6% | 3%[89.1 µM] | -19%
FEN1 inhibitor | 9% | -11% | -1% | -5% | . | -5%
GCN5L2 inh | -23% | -2% | 19% | -14% | -5%[88.6 µM] | -4%

43) CC(=O)OC1CC[C@]2(C)C(CC[C@@]3(C)C2C(=O)C=C2C4C(C)C(C)CC[C@@]4(C(=O)O)CCC23C)C1(C)C (some centres undefined)
44) CCOC(=O)c1c(C)oc2c1c1c(c3ccccc32)OCN(Cc2ccccn2)C1
45) CCOc1ccc(CN(C)C(=O)c2cccnc2SC)cc1OC
46) O=C(c1ccc2c(c1)OCO2)N1CCN=C1SCc1cccnc1
47) Cc1cccc2cc(C#N)c(NCCCNS(=O)(=O)c3ccc(Cl)cc3)nc12
48) CCOC(=O)c1ccccc1NC(=O)Cn1cnc2c1c(=O)n(C)c(=O)n2C

assay / compound | 43 | 44 | 45 | 46 | 47 | 48
N370S GC | 27% | 15% | 5% | 1% | -1% | 1%
FEN1 inhibitor | . | 3% | -8% | -2% | ? | 8%
GCN5L2 inh | ? | -10% | 1% | -1% | -9% | 0%

49) COc1ccc(C)cc1S(=O)(=O)Nc1cc2c3c(c1)C(C)C(=O)N3CCC2 (centres undefined)
50) CC1CC(C)(C)NC(=S)N1CCCC(=O)Nc1ccc(F)cc1 (centres undefined)
51) CN(C)CCOCCOc1ccccc1-c1ccccc1
52) COc1ccc(NC(=O)c2cnc(SC)n2-c2ccc(F)cc2)c(OC)c1
53) O=C(Cc1ccccc1)Nc1cccc(-c2nnc(-c3ccco3)o2)c1
54) CN(C)C(CNC(=S)Nc1cccc(Cl)c1)c1cccnc1 (centres undefined)

assay / compound | 49 | 50 | 51 | 52 | 53 | 54
N370S GC | -3% | -4% | 14% | 1% | 18% | -5%
FEN1 inhibitor | -1% | -2% | -13% | 2% | 6% | -5%
GCN5L2 inh | 1% | 5% | -3% | -2% | -19% | 0%

55) CC(C)C(C(=O)NCC1CCCO1)N(Cc1ccco1)C(=O)CNS(=O)(=O)c1ccc(F)cc1 (centres undefined)
56) CCC(=O)OCC(=O)N=c1sccn1Cc1ccc(C)cc1
57) CC(C)CC(=O)O/N=C1\C(=O)N(c2ccccc2)c2ccccc21
58) CC(=O)n1cc([C@H]2C=C(C(=O)N3CCN(Cc4ccc5c(c4)OCO5)CC3)O[C@@H](OCc3ccc(CO)cc3)C2)c2ccccc21
59) Fc1cccc(Cc2noc(CN3CCOCC3)n2)c1
60) CC1(C)C2CCC1(C)C(NC1=NCCC1)C2 (centres undefined)

assay / compound | 55 | 56 | 57 | 58 | 59 | 60
N370S GC | 10% | -14% | 1%[12.8 µM] | -4% | 5% | -1%
FEN1 inhibitor | 7% | -13% | 9% | 6% | 2% | 6%
GCN5L2 inh | -9% | -30% | -10% | -5% | 1% | -16%

61) CCN(CC(=O)Nc1ccc2c(c1)OCCO2)C(=O)/C=C/c1cccc(OC)c1OC
62) O=C(Nc1ccccc1)c1cc2c(-c3ccccc3)nn(-c3ccccc3)c2s1
63) COc1cc2cc(C(c3nnnn3C(C)(C)C)N3CCc4ccccc43)c(=O)[nH]c2cc1OC (centres undefined)
64) COc1cc(C2c3c(-c4c(C)cc(C)cc4O)n[nH]c3C(=O)N2CCO)cc(OC)c1OC (centres undefined)
65) S=C1NC(c2ccccc2)=NCN1c1ccc(Cl)cc1
66) CC(C)Sc1nnc(Nc2ccccc2)s1

assay / compound | 61 | 62 | 63 | 64 | 65 | 66
N370S GC | -19% | . | 7% | . | . | 9%
FEN1 inhibitor | 2% | -21% | -16% | -9% | -10% | 6%
GCN5L2 inh | -2% | -1% | -12% | -6% | -5% | -2%

67) Cc1c(NC(=O)CN2CCN(c3ccc(O)cc3)CC2)c(=O)n(-c2ccccc2)n1C
68) CCC(C)Sc1nc2c(cnn2-c2ccc(C)cc2)c(=O)[nH]1 (centres undefined)
69) CC(C)CCn1cnc2c(c1=O)c1nc3ccccc3nc1n2Cc1ccc2c(c1)OCO2
70) COc1cc(CNCCO)ccc1OCCc1ccccc1
71) CCNC(=S)N1CCC(c2nc3cc(C)c(C)cc3[nH]2)CC1
72) CN(C)S(=O)(=O)c1ccc2oc(SCC(=O)NCC(F)(F)F)nc2c1

assay / compound | 67 | 68 | 69 | 70 | 71 | 72
N370S GC | -3% | 0% | ? | -9% | -3% | 12%
FEN1 inhibitor | -5% | -6% | 8% | 9% | -17% | -2%
GCN5L2 inh | 0% | ? | 3% | -2% | -3% | -9%

73) COc1ccc(C=C2c3ccccc3C(=O)c3ccccc32)cc1O
74) CC(=O)NCCc1nc2ccccc2n1Cc1ccc(Cl)cc1
75) O=S(=O)(c1ccc(Cl)cc1)n1cnc2ccccc21
76) CCn1c(C)c(C(=O)O)c2cc(OC)c3ccccc3c21
77) COc1cccc(-c2ccc3ncnc(N4CCN(C)CC4)c3c2)c1
78) Cc1nn(C(=O)N2CCOCC2)c(C)c1C

assay / compound | 73 | 74 | 75 | 76 | 77 | 78
N370S GC | 20% | -3% | -3% | -8% | -7% | -5%
FEN1 inhibitor | . | 2% | 34% | -10% | . | -10%
GCN5L2 inh | 8% | -1% | -22% | -1% | -15% | -5%

79) Cc1ccc(C(=O)CCC(=O)N2CCN(C(=O)c3ccco3)CC2)cc1
80) Cc1cc(NC(=O)CSc2nc(C)c(C)c(=O)[nH]2)no1
81) Cc1cc(NC(=O)C(C)Oc2ccc(Cl)cc2Cl)n(-c2ccccc2)n1 (centres undefined)
82) Cc1ccc(NC(=O)CCNCc2ccco2)cc1S(=O)(=O)N(C)C
83) Cc1nn2c(-c3cccc(NC(=O)c4ccco4)c3)nnc2c2ccccc12

assay / compound | 79 | 80 | 81 | 82 | 83
N370S GC | -9% | -2% | 27% | -2% | 29%
FEN1 inhibitor | -2% | 5% | ? | -7% | -18%
GCN5L2 inh | -5% | -2% | -6% | -13% | -6%

Screening results: PubChem BioAssay, National Center for Advancing Translational Sciences (NCATS)
